High-throughput results: PubChem, National Center for Advancing Translational Sciences (NCATS)
D1 ag: human D1 receptor agonism; P21728; HEK293 T-REx D1 cells, calcium flux, agonist mode; activation, % at 2 µM; hit rate 1% among 360,000; AID 504660; in the data active = activation above about 30%; note: 0% is about no effect
Target sequence (P21728 whole entry, looked up): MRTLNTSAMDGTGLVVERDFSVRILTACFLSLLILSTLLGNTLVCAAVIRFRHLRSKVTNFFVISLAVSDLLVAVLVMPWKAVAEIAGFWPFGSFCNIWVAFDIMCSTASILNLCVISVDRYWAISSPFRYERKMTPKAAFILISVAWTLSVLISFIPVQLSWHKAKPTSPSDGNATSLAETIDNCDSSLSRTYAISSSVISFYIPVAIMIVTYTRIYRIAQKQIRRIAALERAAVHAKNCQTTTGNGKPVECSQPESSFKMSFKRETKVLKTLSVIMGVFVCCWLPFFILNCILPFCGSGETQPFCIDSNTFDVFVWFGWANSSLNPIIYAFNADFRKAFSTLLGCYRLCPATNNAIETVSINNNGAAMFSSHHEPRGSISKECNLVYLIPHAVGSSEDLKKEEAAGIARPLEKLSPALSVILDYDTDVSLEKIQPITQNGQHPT
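Agonism was scored from calcium flux recorded over 180 s (1 read/s) after pintool compound addition, following a 10-cycle baseline. Cells were inducible force-coupled HEK293 TREx D1, plated overnight at 30 C and loaded with no-wash calcium dye.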
LDHA inh: inhibitors of human lactate dehydrogenase A | purified LDHA, NADH/diaphorase-resazurin fluorescence; hits give low values | activity change, % (values are at about 110 or 230 µM) | hit rate 0.15% among 480,000 | AID 1347041; in the data active = activity change below about -30%; inconclusive = mostly about -25% to -30%;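 note: plate controls were DMSO wells for no effect and wells without enzyme for full effect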
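LDH5 2 nM; NADH 0.06 mM, pyruvate 0.2 mM; 200 mM Tris pH 7.4, EDTA, Tween-20; 5 min RT. Detection: diaphorase 0.133 mg/mL + resazurin 37 µM, fluorescence ex540/em590 at 0 and 20 min; normalized to enzyme-free and DMSO wells.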
Vif-A3G inh: blocks the Vif interaction with human APOBEC3G | Potency, µM (doses to about 46.1 µM), without a hit: at the highest dose activity, negative = active, most hits filed as inhibitors | AID 602310 | HeLa A3G-eYFP + Vif (tagged APOBEC3G with the HIV-1 protein that degrades it), YFP fluorescence, overnight | hit rate 0.076% among 410,000 | Q9HC16;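 note: potency is the fitted concentration of half-maximal effect; % is set by controls: 0 for no effect and ±100 for the full control effect; nearly all actives have a fitted effect of over 60% in size; hits raise eYFP signal because A3G escapes Vif-driven loss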
Target sequence (Q9HC16 whole entry, looked up): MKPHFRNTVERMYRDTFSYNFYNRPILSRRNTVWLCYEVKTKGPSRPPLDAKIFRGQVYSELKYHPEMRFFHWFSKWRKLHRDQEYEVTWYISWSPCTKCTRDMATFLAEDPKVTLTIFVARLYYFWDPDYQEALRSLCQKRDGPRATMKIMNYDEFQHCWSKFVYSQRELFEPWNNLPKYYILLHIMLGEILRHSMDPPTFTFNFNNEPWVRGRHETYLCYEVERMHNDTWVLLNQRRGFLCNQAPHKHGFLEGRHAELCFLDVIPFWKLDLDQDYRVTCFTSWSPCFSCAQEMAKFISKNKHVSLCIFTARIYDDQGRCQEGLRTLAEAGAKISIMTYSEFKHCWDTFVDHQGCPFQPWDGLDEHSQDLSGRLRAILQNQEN
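Read-out is eYFP fluorescence (Ex 488/Em 500-530) from Vif-expressing HeLa A3G-eYFP cells; more signal means A3G escaped Vif-mediated degradation. Cells plated overnight, compound pinned in, incubated overnight at 37 deg C.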
D1 PAM: potentiators of human D1 dopamine receptor; P21728; AID 504651; HEK293 TREx D1 cells, calcium flux, dopamine EC20 potentiation; potentiation, % at 10 µM; hit rate 0.036% among 360,000; in the data active = potentiation above about 30%; note: 0% is about no effect
GRP78 ERSR act: inducers of ER stress response in human glioma cells. U87-MG GRP78 promoter luciferase reporter, 16 h. Potency, µM, for the others: top-dose activation, usual class: activators. hit rate 0.02% among 420,000. AID 602332; note: potency is the fitted concentration of half-maximal effect; series mostly up to about 76 µM; % of control where 0% means no effect; nearly all actives have a fitted effect of over 35% in size
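Stably transfected U87-MG human glioma cells carrying a GRP78-based luminescent sensor were seeded at 1000 cells/well, pin-dosed with compounds and incubated 16 h. Luciferase reagent was then added, and end-point luminescence was read after 10 min at room temperature.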
D1 antag: human D1 dopamine receptor antagonism; activity change, negative = inhibition, % at 10 µM; HEK293 TREx D1 cells, calcium flux, dopamine EC80; hits give low values; hit rate 3.2% among 360,000; in the data active = activity change below about -30%; note: % is set by controls: 0 for no effect and ±100 for the full control effect
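Tetracycline-induced HEK293 T-REx cells with force-coupled D1 receptor were loaded with a no-wash calcium dye. Compound was added after a 10 s baseline and read kinetically for 180 s; EC80 dopamine was then added and calcium flux followed another 180 s.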
D2 potentiator: D2 dopamine receptor (human) potentiation; P14416; HEK293 T-REx D2, calcium flux, EC20 dopamine potentiation; potentiation, % at 10 µM; hit rate 0.34% among 340,000; AID 485347;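 active = potentiation over 3 SD above the plate norm, cut at about 30% in these data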; note: 0% is about no effect
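Potentiation of an EC20 dopamine calcium response measured kinetically over 180 s, after a preceding 180 s compound-only read flagging agonists. Cells: inducible Hek293 Trex D2 line, 4000/well, cultured overnight at 30 C before dye loading.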
RXFP1 ag: activates the human relaxin receptor RXFP1; Potency, µM (highest dose often 57.5 µM), without a hit: top-dose activation, hits mostly activators; AID 2676; HEK293T-RXFP1 cAMP TR-FRET, 30 min; response scale: percent of porcine relaxin response, buffer zero; Q9HBX9; hit rate 0.3% among 370,000; note: potency is the fitted concentration of half-maximal effect; % is set by controls: 0 for no effect and ±100 for the full control effect; nearly all actives have a fitted effect of over 60% in size; many of its hits are not listed in these tables
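HEK293 cells stably expressing RXFP1, treated 30 min at 37C with compounds plus PDE4 inhibitor Ro 20174; cAMP measured by HTRF TR-FRET. Normalized to buffer and 29 nM porcine relaxin; EC50 by Hill fit.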
Vif-APOBEC3F blk: blocks the Vif interaction with APOBEC3F | HeLa A3F-eYFP + Vif (tagged APOBEC3F with the HIV-1 protein that degrades it), YFP fluorescence increase | Potency, µM (series often up to 46.1 µM), for the others: at the highest dose activity, negative = active | hit rate 0.2% among 390,000; note: potency is the fitted concentration of half-maximal effect; % of control where 0% means no effect; nearly all actives have a fitted effect of over 65% in size
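HeLa cells stably expressing Vif plus C-terminally eYFP-tagged A3F were seeded, incubated overnight at 37 deg C, dosed with compound, incubated overnight again at 37 deg C. Yellow fluorescence (Ex 488/Em 500-530) reported blocked Vif-mediated A3F-eYFP degradation.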
* = called active by the depositor; u = inconclusive; x = no result given; & = joins results of further samples. Unless noted, calls come from the whole dose curve; as a rule, active = well fitted curve in the direction sought with a large enough effect; inconclusive = small, poorly fitted or top-dose-only effect, or another doubt; inactive = no such curve, though single readings can be large; an effect the other way counts as inactive or inconclusive. Only part of the results is shown. The share of hits here may be higher or lower than overall.

Order of values – D1 antag	LDHA inh	D1 PAM	D2 potentiator	D1 ag	GRP78 ERSR act	Vif-A3G inh	Vif-APOBEC3F blk	RXFP1 ag
O=C1OC2(CCCCC2)OC(=O)C1=CNc1ccc2c(c1)OCO2
 : 2	14	-4	14	8	-1%	-1%	-2%	-0.5%
Cc1cc(C)cc(NC(=S)NCc2cccn2C)c1
 : 7	1	0	14	2	-1%	1%	-13%	2.2%
O=C(c1ccccc1SCc1ccccc1)N1CCOCC1
 : 12	-5	-1	3	1	-1%	1%	0%	2.2%
CCCCn1c(N)c(N(CCOC)C(=O)CSc2nnc(-c3ccncc3)n2CCC)c(=O)[nH]c1=O
 : 2	-3	-12	1	1	-3%	0%	-5%	1.3%
Cc1c(Cl)cccc1NC(=S)NCc1ccco1
 : 3	-2	3	-4	1	-1%	3%	8%	-0.7%
Cc1cc(C)c2c(NC(=O)c3ccccc3)c(C(=O)Nc3ccc(F)cc3)sc2n1
 : -13	-1	0	3	4	-3%	-3%	-9%	9.9%
COc1cc(NC(=O)CCN2CCN(CCO)CC2)cc(OC)c1
 : -4&-15	1&3	0&1	4&5	1&2	-1%&-2%	-1%&1%	5%&-1%	-0.1%&0.3%
CN(C(=O)COC(=O)c1ccc(S(=O)(=O)N2CCCC2)cc1)c1ccccc1
 : -4	-10	5	4	3	0%	0%	-1%	-0.1%
CCc1ccc(N(C(=O)CNC(=O)c2cccs2)C(C(=O)NC(C)(C)C)c2cc(OC)c(OC)c(OC)c2)cc1 (centres undefined)
 : x	2	x	x	x	-3%	2%	5%	-0.7%
N=c1sccn1CC(=O)Nc1cc(Cl)ccc1Oc1ccccc1
 : -11	-3	-2	0	55*	-7%	2%	9%	-0.3%

The listing continues.
Order of values – D1 antag	LDHA inh	D1 PAM	D2 potentiator	D1 ag	GRP78 ERSR act	Vif-A3G inh	Vif-APOBEC3F blk	RXFP1 ag
CC1(C)CC(=O)C(C=Nc2ccccc2C(=O)O)=C(O)C1
 : 12	4	2	-8	1	-2%	0%	5%	0.9%
COc1ccc(C(=O)Nn2c(SCC(=O)NC3CCCC3)nc3ccccc3c2=O)cc1
 : 8	-2	-1	9	5	-11%	-1%	-14%	-0.4%
COc1ccc(CC(=O)NNC(=S)NC(=O)c2cc(OC)c(OC)c(OC)c2)cc1
 : x	-10	x	x	x	-2%	-27%	-16%	x
CC(=O)Nc1cccc(NC(=O)c2cc(Cl)ccc2Cl)c1
 : 4	-3	-3	x	1	-3%	-4%	2%	-0.3%
COc1cccc(OCC(=O)NNC(=O)c2ccc3ccccc3c2O)c1
 : -37*	6	-6	7	9	6%	0%	-10%	1.4%
O=C(CSc1ccnc(=O)[nH]1)NCc1ccc(F)cc1
 : x	-9	0	22	0	-1%	-1%	0%	-1.0%
COc1ccccc1CNC(=O)C(NC(=O)Nc1ccccc1)C(C)C (centres undefined)
 : 12	-17	x	6	1	0%	-1%	8%	-0.2%
CC(C)(C)OC(=O)NCCCC[C@@H](C(=O)N1CCN(C(=O)OC(C)(C)C)CC1)n1cc(CCC(=O)O)nn1
 : -18	-1	1	-4	-1	-3%	1%	0%	-0.1%
CCOc1ccc(/C=C/C(=O)Nc2ccccc2C(F)(F)F)cc1
 : 5	1	-8	4	1	-2%	-11%	-4%	-2.1%
NC(=O)C1CCN(C(=O)c2ccccc2CCc2ccccc2)CC1
 : 9	-3	-3	8	3	0%	1%	-8%	-0.1%

The list continues.
Order of values – D1 antag	LDHA inh	D1 PAM	D2 potentiator	D1 ag	GRP78 ERSR act	Vif-A3G inh	Vif-APOBEC3F blk	RXFP1 ag
O=C(Cn1c(SCc2cccc(F)c2)nc2cccnc21)Nc1ccc(F)c(Cl)c1
 : 13	-5	2	-2	21	-9%	-6%	-3%	4.2%
CCOC(=O)c1c(C)n(-c2ccccc2)c2ccc(OC(=O)c3cccc(OC)c3OC)cc12
 : 8	-7	-2	6	7	-3%	-2%	2%	-1.0%
Cc1ccc(CNC(=O)C2CCCN(c3cnccn3)C2)cc1 (centres undefined)
 : -12	0	1	-6	0	-3%	-3%	4%	5.3%
COc1cc(/C=C2\NC(=S)N(C)C2=O)ccc1O
 : -5	-1	-2	-1	16	1%	-10%	-11%	-1.3%
CCOc1ccc(C(=O)NC(=S)Nc2ccc(NC(=O)c3ccco3)c(C)c2)cc1[N+](=O)[O-]
 : -11	-9	-4	1	2	-5%	-7%	-9%	0.2%
N#Cc1ccccc1S(=O)(=O)N1CCN(Cc2cc3c(cc2Br)OCCO3)CC1
 : x	-5	x	x	x	-4%	-1%	-1%	x
COc1ccccc1CNC(=O)COC(=O)c1cccc(S(=O)(=O)N2CCCC2)c1
 : -2	1	0	3	4	-4%	-2%	1%	0.8%
COc1ccc2c(c1OC)C(=O)N1c3ccccc3SC21 (centres undefined)
 : -4	-1	2	6	1	4%	0%	1%	10%
Cc1cc(C)n(-c2nc3ccccc3n3cnnc23)n1
 : -11	1	2	x	2	-1%	0%	-1%	1.3%
CC(=O)/C(=N/Nc1ccccc1)Sc1nnc(CCc2ccccc2)n1-c1ccccc1
 : -2	-2	0	6	4	-4%	-8%	-15%	-0.2%

The listing continues:
Order of values – D1 antag	LDHA inh	D1 PAM	D2 potentiator	D1 ag	GRP78 ERSR act	Vif-A3G inh	Vif-APOBEC3F blk	RXFP1 ag
CC1(C)Cc2c(sc3nc(-c4ccccc4)n(N)c(=O)c23)CO1
 : 0	-3	-7	6	2	-3%	-5%	-1%	3.6%
O=C(COc1ccc2c(c1)oc(=O)c1ccccc12)NCCCN1CCOCC1
 : 18	5	-8	-5	2	-4%	0%	5%	2.1%
Cc1ccc(-c2nnc(COC(=O)c3ccco3)o2)cc1
 : 4	2	-1	9	6	2%	-1%	3%	3.1%
CC1CC(C)CN(C(=O)CCCn2c(=O)c3cccn3c3cccnc32)C1 (centres undefined)
 : 4	-2	0	0	5	-3%	1%	-8%	4.1%
O=C(CSc1ccccn1)C12CC3CC(CC(C3)C1)C2
 : x	2	-6	17	0	-3%	4%	u	0.5%
Cc1cc(NC(=O)CSc2nnc(COc3cccc(C)c3C)n2C)no1
 : -14	-3	3	4	1	-2%	1%	-11%	-1.2%
CC1(C)CC(=O)C2=C(C1)N(c1ccc(F)cc1)C(=O)C2(O)C(F)(F)F (centres undefined)
 : 0	-5	-3	8	4	4%	0%	-7%	2.4%
Cc1cc(C(F)F)nn1CC(=O)Nc1cc([N+](=O)[O-])ccc1F
 : 6	-4	-2	14	4	3%	2%	-5%	5.4%
CC[C@]1(C(=O)OC)[C@H]2C(=O)N(C)C(=O)[C@H]2[C@H]2CN=C(SCc3ccc(C(=O)OC)cc3)N21
 : x	2	x	x	x	-1%	0%	-1%	x
Cn1c(SCc2nn[nH]n2)nc2c1c(=O)n(Cc1ccccc1Cl)c(=O)n2C
 : 10	-5	15	17	4	-5%	0%	0%	2.6%

The list goes on:
Order of values – D1 antag	LDHA inh	D1 PAM	D2 potentiator	D1 ag	GRP78 ERSR act	Vif-A3G inh	Vif-APOBEC3F blk	RXFP1 ag
Cc1ccc(-n2ncc3c(NNC(=O)c4ccco4)ncnc32)cc1Cl
 : 2	0	-3	-4	11	0%	-7%	3%	-4.0%
CCc1c(C)nc2c(Br)cccc2c1SCCC#N
 : -3	-3	-1	11	-1	-2%	-5%	-14%	16%
C/C(=N\NC(=O)c1c(Cl)c(C)nn1C)c1cccc(NC(=O)COc2ccc(Cl)cc2)c1
 : -1	-5	-1	1	1	-1%	-1%	4%	-1.0%
O=C(NC1CCc2ccccc21)C12CN(Cc3ccccc3)CC1C(c1cccc([N+](=O)[O-])c1)=NO2 (centres undefined)
 : 8	-3	-1	0	5	-6%	-3%	7%	0.4%
Cc1ccc(Cl)cc1N1CCN(C(=O)C2(S(=O)(=O)c3ccc(Cl)cc3)CC2)CC1
 : 7	-4	-8	x	4	0%	3%	11%	-2.0%
CC1C(=O)N2CCCc3cc(NC(=O)C4CC4)cc1c32 (centres undefined)
 : 30	-3	-1	-6	0	-3%	0%	5%	0.4%
CC(C)CC(=O)Nc1ccc(S(=O)(=O)Nc2cc3c(cc2N2CCOCC2)n(C)c(=O)c(=O)n3C)cc1
 : 3	20	3	x	3	4%	2%	0%	8.1%
O=CNc1c(Cl)cc2c(c1Cl)Cc1cc([N+](=O)[O-])ccc1-2
 : x	-4	x	x	x	-1%	-11%	-1%	x
COc1ccc(CCNC(=O)C2CCCN(S(=O)(=O)N3CC(C)CC(C)C3)C2)cc1OC (centres undefined)
 : -8	-1	-3	1	1	0%	0%	3%	0.3%
Cc1cccc(N(C)c2nc3ccc(C)cc3n3nnnc23)c1
 : 6	-7	-2	9	2	-3%	-4%	-18%	4.9%

The listing continues:
Order of values – D1 antag	LDHA inh	D1 PAM	D2 potentiator	D1 ag	GRP78 ERSR act	Vif-A3G inh	Vif-APOBEC3F blk	RXFP1 ag
CC(=O)c1cccc(OCc2cc(C(=O)N3CCSCC3)no2)c1
 : 2	-1	-3	1	2	1%	-5%	-2%	-0.4%
CCCCn1c(N)c(N(C)C(=O)c2cn(-c3ccccc3)nc2-c2ccccc2)c(=O)[nH]c1=O
 : -7	-3	x	5	3	-1%	-4%	-3%	-0.8%
CCCCN(C(=O)c1cc(S(=O)(=O)N2CCOCC2)ccc1Cl)c1c(N)n(CC(C)C)c(=O)[nH]c1=O
 : -4	-4	-11	-5	1	2%	-1%	-7%	0.7%
O=S(=O)(NC1Cc2ccccc2C1)c1ccccc1
 : -3	-2	3	-1	0	-2%	-8%	-7%	0.0%
